TRPN1 ag: zebrafish TRPN1 (NompC) channel agonism | HEK293 zebrafish TRPN1-YFP, Fluo-8 calcium fluorescence; 100% = response to 87 µM carbachol | activation, % at 3 µM | 220,000 compounds, 0.18% hits | AID 1424;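 active = activation above its plate's cutoff, the mean activation of test wells on that plate plus 3 SD, cut at about 19% in these data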;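 also: 0% = DMSO alone and 100% = 87 µM carbachol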
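Material: zebrafish TRPN1-YFP in HEK293 cells. Doses: one dose of 3 µM, 0.3% DMSO. Incubation: dye 1 h 37 °C plus 30 min RT. Measured by: intracellular calcium fluorescence with Fluo-8.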
TRPML3 ag: agonists of human TRPML3 channel | HEK293 TRPML3-YFP, Fluo-8 calcium fluorescence; 100% = the carbachol control signal | activation, % at 3 µM | 220,000 compounds, 0.29% hits;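 active = activation above its plate's cutoff, the mean activation of the plate's test wells plus 3 SD, cut at about 12% in these data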;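 also: 0% = DMSO only wells and 100% = carbachol wells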
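Material: TRPML3-YFP stable HEK293 cells | Dosing: One concentration, 3 µM nominal, 0.3% DMSO | Timing: 125 s total fluorescence read per well | Technique: Fluo-8 calcium dye fluorescence, ex 470-495, em 515-575 nm | Measure: Percent activation from peak-to-basal fluorescence ratio, scaled between DMSO and carbachol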
TNF death inh: TNF-alpha cell death inhibition in Jurkat FADD-/- cells; 220,000 compounds, 0.068% hits; AID 463075; Jurkat FADD-/- TNF necroptosis rescue, ATP luminescence, 24 h; 0 = TNF only, 100 = no-TNF cells; activation (protection from cell death), % at 10 µM;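 active = activation, meaning protection from cell death, of at least 50% relative to plate controls; inactive = activation below 50%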;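 also: necroptosis triggered by 40 ng/mL TNF-alpha added together with compound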
p47phox inh: p47phox (human) inhibition. P14598. p47phox/p22phox peptide binding, fluorescence polarization, 2 h. inhibition, % at 24.7 µM. 220,000 compounds, 0.53% hits;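 active = inhibition above about 30%, limit read from the data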;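 also: 0% = p47phox with labelled peptide and 100% = labelled peptide alone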
Target sequence (P14598 whole entry, looked up): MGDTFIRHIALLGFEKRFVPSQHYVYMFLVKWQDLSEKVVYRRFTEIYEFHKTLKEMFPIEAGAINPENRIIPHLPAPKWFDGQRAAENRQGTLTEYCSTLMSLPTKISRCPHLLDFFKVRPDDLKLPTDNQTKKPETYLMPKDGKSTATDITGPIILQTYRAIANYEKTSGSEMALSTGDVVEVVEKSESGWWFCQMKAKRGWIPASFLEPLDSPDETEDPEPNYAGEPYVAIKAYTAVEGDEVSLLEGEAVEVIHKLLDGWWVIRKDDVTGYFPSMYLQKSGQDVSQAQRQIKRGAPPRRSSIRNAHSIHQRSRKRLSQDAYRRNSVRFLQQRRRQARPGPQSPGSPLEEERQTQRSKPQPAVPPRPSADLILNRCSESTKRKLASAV
Runt-SMMHC FRET: inhibitors of human RUNX1 Runt domain binding to CBFb-SMMHC; Cerulean-Runt/Venus-CBFb-SMMHC FRET ratio 530/480, 1 h; inhibition, % at 20 µM; 220,000 compounds, 0.74% hits; Q01196+Q13951;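 active = mean inhibition across duplicate retests at 20 µM reaching about 50%, limit read from the data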;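 also: 0% = DMSO wells and 100% = wells with excess untagged CBFb-SMMHC; inhibitors lower the FRET ratio by blocking Runt binding to CBFb-SMMHC; some results filed as inactive read as strong as hits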
MDM2 E3 inh: inhibitors of human Mdm2 E3 ubiquitin ligase. Q00987. cell-based MDM2 ubiquitination luciferase reporter, 2 h; 0 = plate control, 100 = twice control, blank-subtracted. signal enhancement, % at 5 µM. 210,000 compounds, 0.11% hits. AID 1230;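 active = signal enhancement of 30% or more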;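 also: luminescence tracks abundance of the self-degrading MDM2-luciferase fusion protein; higher signal means inhibition of MDM2 E3 ligase activity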
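system = mammalian cells stably expressing self-ubiquitinating, self-degrading MDM2 E3–luciferase fusion | quantity = 2000 cells per well seeded | incubation = 4 h cell settling then 2 h compound exposure, 37 °C | signal = SteadyLite luminescence, 15 min reagent step | benchmarks = plate control and blank wells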
PPC-1+TRAIL kill: PPC-1 cancer cell killing with TRAIL present. PPC-1 cells + TRAIL, ATPLite viability luminescence. cell killing (% activity), % at 4 µM. 220,000 compounds, 0.41% hits. AID 1443;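 active = cell killing above 50% in the first pass at 4 µM, then a duplicate retest at 5 µM averaging 50% or more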;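 also: plate controls were cells with TRAIL plus DMSO for no effect and medium-only wells lacking cells for full effect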
EBV gp42 inh: inhibitors of Epstein-Barr virus glycoprotein 42 | inhibition, % (tested at 21.74 µM) | AID 1085 | Fluorescence polarization binding assay, mP read-out | 220,000 compounds, 0.42% hits | Q1HVG2; in the data active = inhibition above about 50%
Target sequence (Q1HVG2 whole entry, looked up): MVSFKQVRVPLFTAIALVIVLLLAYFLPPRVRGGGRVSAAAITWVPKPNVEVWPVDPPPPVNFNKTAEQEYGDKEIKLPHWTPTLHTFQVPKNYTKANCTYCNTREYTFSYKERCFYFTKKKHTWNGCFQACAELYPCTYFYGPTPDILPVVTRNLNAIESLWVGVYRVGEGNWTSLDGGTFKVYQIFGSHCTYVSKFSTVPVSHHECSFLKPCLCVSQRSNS
CHOP inh: inhibitors of CHOP induction in ER stress response. CHO-K1 CHOP-promoter luciferase, tunicamycin-induced, 15-18 h. inhibition, % at 10 µM. 220,000 compounds, 3.8% hits. AID 2732;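 active = compounds that reduced the stress-induced luciferase reporter signal by more than about 70% of percent inhibition, limit read from the data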;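 also: 0% = tunicamycin plus vehicle and 100% = wells without tunicamycin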
Active calls of the source: *; . = no result given; [ ] = another dose, or the depositor's remark. No enrichment for hits; 5.9% or so of the library scored in one or more.

Order of results: p47phox inh, CHOP inh, TRPML3 ag, TNF death inh, Runt-SMMHC FRET, EBV gp42 inh, MDM2 E3 inh, PPC-1+TRAIL kill, TRPN1 ag
Cc1ccc(NC(=O)c2sc(N)nc2-c2ccccc2)cc1C
    -6.5, 38.3, 1.0, 0.5, 0.5, -2.7, -6.9, 11.9, 0.1
CCOc1ccc(-c2nnn(CCC#N)n2)cc1OC
    -3.1, 6.8, 0.6, -0.2, -2.5, -11.3, -1.4, -1.5, 1.5
CCOC(=O)N1CCN(S(=O)(=O)c2ccc(OCC(=O)OC)cc2)CC1
    -14.7, 17.2, 2.0, -0.1, 3.1, -20.0, -23.8, -2.5[5 µM], 1.9
O=C(c1ccc(S(=O)(=O)c2ccccc2)cc1)N1CCc2ccccc2C1
    4.5, -18.2, 1.2, 4.5, -1.1, -14.6, -3.1, 12.5, 0.4
O=C(COc1ncnc2ccccc12)N1CCN(C(=O)c2ccco2)CC1
    -7.2, 25.3, 0.5, 2.3, 3.5, -13.8, -13.6, -10.3, 1.9
Cc1oc(-c2cccc(C(F)(F)F)c2)nc1CN1CCC[C@H]1CO
    -27.4, 14.1, 1.4, 1.4, -3.0, -26.7, -8.4, -14.0, 1.0
CCCc1nn(CCc2ccccn2)c(N)c1CC
    -9.1, 6.8, -0.4, 2.4, 4.2, -9.9, 0.5, 8.2, -0.7
C/C(=N\N=c1/sc2ccccc2n1C)c1ccccn1
    ., 2.6, -0.8, -0.6, -4.0, -6.8, 3.4, 7.9, -3.1
COC(=O)CC1c2cc(OC)c(OC)cc2CC(=O)c2cc(OC)c(OC)cc21 (centres undefined)
    -5.1, 4.7, 1.2, 1.4, 2.5, 8.1, 8.2, 16.0, -1.1
CC(=O)Cn1c(CN2CC(C)CC(C)C2)nc2c1c(=O)n(C)c(=O)n2C (centres undefined)
    0.8, -2.6, 1.0, -0.6, 0.7, -24.7, -27.7, 6.2, 0.8
Cc1ccccc1OCCCCn1cnc2ccccc21
    -7.0, 72.0*, 1.7, -9.3, -0.2, 5.5, 3.5, 16.3, 6.6
CCCn1c(SCC(=O)NCCc2ccc(Cl)cc2Cl)n[nH]c1=O
    -9.0, -9.8, -1.1, -2.0, -1.9, -7.8, -1.1, 1.2, 0.1
CCOc1ccc(OCC)c(S(=O)(=O)N2CCOCC2)c1
    -4.8, -2.7, 0.3, -0.4, -1.5, -13.8, 1.9, 8.8, -0.5
CCOc1ccc(N2C(=O)CC(N3CCN(C(=O)CN4CCCC4)CC3)C2=O)cc1 (centres undefined)
    -8.5, 44.9, 0.8, 0.4, 1.7, -19.2, 0.5, 12.0, 1.4
CCC(C)c1ccc(NC(=O)c2cccnc2)cc1 (centres undefined)
    -11.6, 20.4, 0.9, -0.4, -0.2, -4.2, -16.0, -6.2, -0.7
CC(NC(=O)NNC(N)=S)(C(F)(F)F)C(F)(F)F
    -7.8, 3.5, 0.4, -0.2, -2.3, -2.9, -8.5, -0.4, 1.1
Cn1cccc1C1C(C#N)=C(N)OC2=C1C(=O)CC(C)(C)C2 (centres undefined)
    -1.4, -8.9, 1.0, -1.3, -5.3, -0.6, -2.5, 4.2, 1.4
Cc1oc(-c2ccccc2Cl)nc1CN(Cc1ccccn1)C[C@@H]1CCC(=O)N1
    -8.2, -8.8, -0.3, -0.9, 1.3, -5.4, -12.9, 15.3, 0.3
Cc1ccc(/C=N/NC(=O)CSc2nc3nc(C)cc(C)n3n2)cc1
    1.9, 8.8, 0.4, -3.2, 1.2, -1.3, -2.2, 7.5, 1.7
Cc1ccc(N2C(=O)N(CC(=O)NC(N)=O)C(=O)C2C)cc1 (centres undefined)
    -11.2, 10.2, 0.5, -0.6, 1.6, -11.7, -13.2, 7.0, 1.6
COc1ccc(C(C(=O)NC2CCCCC2)N(Cc2cccs2)C(=O)Cc2c[nH]c3ccccc23)cc1OC (centres undefined)
    2.3, 42.7, -0.2, -9.4, -1.6, 10.7, 0.3, 6.6, -0.7
CCn1c(SCC(=O)N/N=C/c2cccs2)nc2ccccc21
    -7.7, 30.0, -0.6, 2.4, -1.8, -11.0, -21.1, 14.0, 0.0
CC1(C)O[C@H]2OC([C@H](O)CON3C(=O)c4ccccc4C3=O)[C@H](O)[C@H]2O1 (some centres undefined)
    -13.1, 4.6, 0.3, 2.5, -0.9, -3.5, ., -8.7, 0.7
O=C(O)c1ccccc1-c1ccccc1C(=O)Nc1nc2ccccc2s1
    -8.8, 8.1, 0.6, 0.0, -0.8, -2.2, -7.9, 13.9, 1.2
N#CCSc1nc(N)c(C#N)c(C2CCCCC2)c1C#N
    1.9, 49.2, -0.1, -7.8, 1.7, 4.7, 2.4, -5.3, 2.4
COc1ccc2[nH]c(=O)c(CN(C)C(=O)C3CCCCC3)cc2c1
    0.2, -11.1, -0.1, 0.0, -3.6, -21.6, -14.4, 16.2, 0.8
CCCCNC(=O)N1CCN(Cc2ccc(F)cc2)CC1
    -1.9, 12.3, 0.8, 0.8, 1.0, -9.2, -5.6, 13.7, 0.1
Cn1c(=O)c2c(ncn2CC(=O)N2CCCc3ccccc32)n(C)c1=O
    4.3, 5.1, 0.0, -0.5, -4.4, -4.5, -1.9, 2.7, 1.5
CCC(CC)C(=O)c1c[nH]c(C(=O)N2CCN(c3ccccc3)CC2)c1
    -0.3, -11.3, 0.6, 0.2, -0.2, 2.0, -11.0, 6.4, 0.8
COc1cc(/C=N/NC(=O)Cc2nnc(N)s2)cc(OC)c1OC
    -7.8, 45.0, 1.1, 6.0, -2.4, -16.4, -5.1, 3.3, 0.3
COc1ccc(-c2cc(C(=O)NNC3=NCCC3)c3c(C)nn(-c4ccccc4)c3n2)cc1
    -7.6, 27.4, 0.9, 2.5, -0.1, 4.1, 1.4, 15.7, 2.4
Cc1c(NS(=O)(=O)c2ccc3c(c2)Cc2ccccc2-3)c(=O)n(-c2ccccc2)n1C
    -7.7, 23.8, 0.5, 0.0, -2.5, -6.7, 0.3, 14.1, -0.9
COc1cc(NC(=S)NCCc2c[nH]c3ccccc23)c(OC)cc1Cl
    -3.6, 13.4, -0.4, -6.1, 8.6, 12.2, -5.2, 9.3, -0.9
CC(=O)N(C(C)=O)c1c(N2CCCC2)c2ccccc2oc1=O
    -9.2, -13.6, 1.0, 0.2, -0.1, 3.8, -7.3, 10.6, 0.7
O=C(NCc1ccccc1)C1=C[C@@H](c2ccccc2)C[C@@H](OCc2ccc(CO)cc2)O1
    -17.0, 24.8, -0.2, 1.2, -2.4, 1.0, ., 10.0, -1.7
Cc1nn(C)c(C)c1CN(C)S(=O)(=O)c1ccc(F)cc1
    -2.4, 19.1, 2.3, -4.4, 0.9, -6.8, -0.8, 13.4, 4.7
CN(NC(=O)c1ccccc1Cl)c1ncc(C(F)(F)F)cc1Cl
    -6.2, 17.1, -0.6, 0.3, 0.8, -8.5, -20.0, 7.0, -0.2
Cc1ccc(NC(=O)c2onc(C)c2Cl)cc1
    -10.2, -7.6, -0.4, 0.8, 0.4, -21.1, -11.1, -11.7, -0.5
COCCSc1nc2c(c(=O)[nH]c(=O)n2C)n1CCC(C)C
    -12.3, -1.3, -0.6, -1.4, 0.0, -19.1, -4.8, -1.8, 0.5
CCCOc1ccc(C(=O)NC(=S)Nc2nc(C)c(C(=O)N(C)C)s2)cc1
    -13.9, -29.3, -0.2, -2.7, 1.1, 1.1, -9.2, -11.8, -0.7

Filtered by structure: the entries above containing a CF3 group (three)
Order of results: p47phox inh, CHOP inh, TRPML3 ag, TNF death inh, Runt-SMMHC FRET, EBV gp42 inh, MDM2 E3 inh, PPC-1+TRAIL kill, TRPN1 ag
Cc1oc(-c2cccc(C(F)(F)F)c2)nc1CN1CCC[C@H]1CO
    -27.4, 14.1, 1.4, 1.4, -3.0, -26.7, -8.4, -14.0, 1.0
CC(NC(=O)NNC(N)=S)(C(F)(F)F)C(F)(F)F
    -7.8, 3.5, 0.4, -0.2, -2.3, -2.9, -8.5, -0.4, 1.1
CN(NC(=O)c1ccccc1Cl)c1ncc(C(F)(F)F)cc1Cl
    -6.2, 17.1, -0.6, 0.3, 0.8, -8.5, -20.0, 7.0, -0.2

Next section
Order of results: p47phox inh, CHOP inh, TRPML3 ag, TNF death inh, Runt-SMMHC FRET, EBV gp42 inh, MDM2 E3 inh, PPC-1+TRAIL kill, TRPN1 ag
N/C(=N\N=C\c1cccc(O)c1)c1nonc1N
    -2.8, 5.3, 2.5, -1.2, -3.0, -2.2, -64.2, 11.4, 2.0
S=C(NCCc1ccccn1)Nc1ccccc1Cl
    -6.1, 3.5, 0.3, -5.2, -5.7, 7.6, -22.1, 0.3, -0.2
COc1ccc(NC(=O)Nc2c(C)n(C)n(-c3ccccc3)c2=O)cc1
    -12.8, 18.6, 0.9, 1.1, 1.5, -4.4, -1.2, 25.4, 0.1
Cc1ccc(Cn2nc(-c3ccccc3)nc2-c2ccccc2)cc1
    -10.6, 75.3*, -0.1, -1.9, -2.8, -0.7, 13.4, 15.3, -0.5
CCN(CC)CC(=O)Nc1nn(-c2ccccc2)nc1C(N)=O
    0.3, -13.1, -0.2, -4.9, -9.7, -21.7, -3.9, 10.0, -0.6
CCOC(=O)N1CCN(Cc2c(NC(=O)c3ccco3)sc(C)c2C)CC1
    -8.7, 33.3, 0.3, 0.7, -2.5, 0.2, -12.4, ., 2.0
Cc1sc2nc(CSc3ccc([N+](=O)[O-])cc3)[nH]c(=O)c2c1C
    ., 45.4, 0.3, 2.6, -8.6, -30.6, 5.3, 5.6, 0.9
O=C(c1cccc2ccccc12)N1CCN(c2ccc([N+](=O)[O-])c(NCc3ccco3)c2)CC1
    -9.2, 18.8, 0.7, -1.8, -0.5, -5.8, -2.0, 18.0, 1.6
COc1cccc(OC)c1C(=O)Nc1ccccc1C(=O)N1CCOCC1
    -1.4, 20.8, 1.2, -0.4, -5.9, -11.0, -22.8, 21.6, -1.7
